Bioassay records as filed in PubChem BioAssay.
Bcl-XL Bim block = human Bim-Bcl-XL interaction inhibition; Q07817; Bim peptide-Bcl-XL binding, bead flow cytometry, fluorescence; inhibition, % at 10 µM; 0.04% of 190,000 active
Target sequence (Q07817 whole entry, looked up): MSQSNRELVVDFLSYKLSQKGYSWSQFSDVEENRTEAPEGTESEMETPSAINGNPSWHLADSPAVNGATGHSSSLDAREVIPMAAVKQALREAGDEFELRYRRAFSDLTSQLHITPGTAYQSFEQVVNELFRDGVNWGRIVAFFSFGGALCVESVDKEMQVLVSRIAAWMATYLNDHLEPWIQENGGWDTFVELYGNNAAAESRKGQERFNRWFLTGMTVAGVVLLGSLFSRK
Bim-Bcl-2 = disrupts Bim peptide binding to human Bcl-2; P10415; Bead-based flow cytometry, Bim peptide-Bcl-2 binding; inhibition, % at 10 µM; 0.06% of 190,000 active; AID 950; in the data active = inhibition above about 40%;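 note: 0% = no compound wells with probe peptide and 100% = reference peptide inhibitor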
Bfl-1 Bim block = disrupts Bim binding to human Bfl-1. Q16548. Bead-based flow cytometry, Bim-Bfl-1 binding inhibition. inhibition, % at 10 µM. 0.12% of 190,000 active;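 note: 0% = wells without compound plus tracer and 100% = blocker peptide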
Rac1 wt GTP bind = modulators of human Rac1 wildtype GTP binding; P63000; GST-Rac1 beads, fluorescent GTP binding, flow cytometry; actives lie on both sides; 0 = cold GTP competed, 100 = untreated; GTP binding activity (% of control), % at 10 µM; 0.27% of 190,000 active; AID 757;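 active = GTP binding activity at least 20 points away from the 100% control level, either lower or higher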
Rab7 wt GTP bind = dog Rab7 wildtype GTP binding, inhibitors and activators | GST-Rab7 beads, fluorescent GTP binding, flow cytometry; actives lie on both sides; untreated = 100%, excess cold GTP = 0% | 0.055% of 190,000 active | GTP binding activity (percent of control), % at 10 µM;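 active = fluorescent GTP binding to Rab7 beads changed by at least 20 points from the 100% baseline, either direction, mostly lower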;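 note: median green fluorescence of bound Bodipy-FL-GTP per Rab7 bead population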
Cdc42 wt GTP = changes GTP binding to wildtype human Cdc42. P60953. GST-Cdc42 beads, Bodipy-GTP binding, flow cytometry; actives lie on both sides. percent activity (GTP binding), % at 10 µM. 0.2% of 190,000 active;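 active = percent activity GTP binding at least 20 points away from the 100% baseline, either down as inhibitor or up as activator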;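 note: median bead fluorescence of bound Bodipy-FL-GTP at 100 nM; 0% = excess unlabeled GTP control and 100% = no compound control; below 100% means less GTP binding so inhibitor and above means activator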
Target sequence (P60953 whole entry, looked up): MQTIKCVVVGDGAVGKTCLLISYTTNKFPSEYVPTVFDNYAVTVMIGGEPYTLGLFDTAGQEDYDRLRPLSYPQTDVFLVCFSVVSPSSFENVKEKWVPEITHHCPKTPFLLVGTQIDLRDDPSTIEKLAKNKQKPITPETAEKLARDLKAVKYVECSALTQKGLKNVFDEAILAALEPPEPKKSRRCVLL
Bcl-B Bim block = inhibitors of Bim-Bcl-B interaction, human; bead-based flow cytometry, Bim peptide-Bcl-B binding; inhibition, % at 10 µM; 0.073% of 190,000 active; AID 951;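 note: 0% = tracer peptide without compound and 100% = reference inhibitor peptide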
Target sequence (Q9HD36 whole entry, looked up): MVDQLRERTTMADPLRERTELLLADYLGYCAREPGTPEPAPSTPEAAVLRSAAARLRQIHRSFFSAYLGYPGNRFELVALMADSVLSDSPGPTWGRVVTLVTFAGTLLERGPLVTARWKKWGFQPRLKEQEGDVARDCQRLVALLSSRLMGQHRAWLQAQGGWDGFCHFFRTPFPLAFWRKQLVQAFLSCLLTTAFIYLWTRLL
Rac1 mut GTP = alters GTP binding to activated mutant human Rac1; 0.11% of 190,000 active; GST-Rac1 activated beads, fluorescent GTP binding, flow cytometry; actives lie on both sides; 100% means binding = to untreated wells; P63000; AID 764; percent activity (GTP binding), % at 10 µM;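 active = GTP binding at least 20 percentage points away from the 100% baseline, in either direction, so actives lie on both sides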
Bcl-W Bim block = disrupts Bim peptide binding to human Bcl-W. Q92843. bead-based flow cytometry. inhibition, % at 10 µM. 0.02% of 190,000 active;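 note: 0% = bound tracer without compound and 100% = peptide blocker; higher means less fluorescent Bim peptide bound to Bcl-W beads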
Target sequence (Q92843 whole entry, looked up): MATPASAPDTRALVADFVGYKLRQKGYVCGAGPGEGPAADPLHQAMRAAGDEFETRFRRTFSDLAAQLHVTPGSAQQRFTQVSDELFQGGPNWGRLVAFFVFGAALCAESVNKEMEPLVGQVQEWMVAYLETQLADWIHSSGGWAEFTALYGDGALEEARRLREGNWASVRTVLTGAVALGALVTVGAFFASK
HRas wt GTP bind = changes GTP binding to wildtype human HRas; P01112; GST-Ras wt beads, Bodipy-FL-GTP binding, flow cytometry; actives lie on both sides; GTP binding activity, % at 10 µM; 0.14% of 190,000 active;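 active = GTP binding activity at least 20% away from the 100% baseline, either lowered as inhibitor or raised as activator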;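 note: 0% = unlabeled GTP competition control and 100% = no-compound control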
Target sequence (P01112 whole entry, looked up): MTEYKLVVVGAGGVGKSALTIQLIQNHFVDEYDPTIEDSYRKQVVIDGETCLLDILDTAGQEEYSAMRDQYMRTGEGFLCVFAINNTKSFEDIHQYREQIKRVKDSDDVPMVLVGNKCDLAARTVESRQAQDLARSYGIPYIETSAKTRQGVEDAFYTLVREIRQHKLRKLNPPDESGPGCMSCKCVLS
Rab2 wt GTP = changes GTP binding to wildtype dog Rab2A, up or down; AID 760; P61105; GST-Rab2 wt beads, Bodipy-GTP binding, flow cytometry; 0.19% of 190,000 active; GTP binding activity, % at 10 µM;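 active = GTP binding activity at least 20 points away from 100%, either lowered or raised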;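 note: 0% = beads with excess unlabeled GTP and 100% = no-compound control corrected for plate trend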
Numbers without * were called inactive. Cut-off read from the data, not from the text of the source, unless noted: active = inhibition above about 40%.

SMILES,Bcl-XL Bim block,Bim-Bcl-2,Bfl-1 Bim block,Rac1 wt GTP bind,Rab7 wt GTP bind,Cdc42 wt GTP,Bcl-B Bim block,Rac1 mut GTP,Bcl-W Bim block,HRas wt GTP bind,Rab2 wt GTP
O=c1[nH]c(CN2CCN(c3ccccc3Cl)CC2)nc2ccsc12,-9,-7,-6,96,96,94,-4,96,0,95,92
CC(C)Oc1ccc(CSc2ncn[nH]2)cc1,-5,-3,-8,98,104,96,-5,97,0,99,96
COc1ccc(CCNC(=O)CN(c2cccc([N+](=O)[O-])c2)S(C)(=O)=O)cc1,0,0,0,97,101,93,-1,94,0,96,97
O=C(Nc1cccc(-c2cn3c(n2)SCC3)c1)c1ccc2ccccc2n1,3,2,12,92,99,87,1,90,-2,90,89
CN(C)C(/C=C/Nc1ccccc1F)=C(C#N)C#N,-4,0,0,96,97,98,-2,97,-2,97,96
O=C(CCC1(C(=O)O)CCC(=O)NC1)NCc1ccccc1 (stereo not given),-7,-9,-14,97,98,100,-9,94,-3,99,98
Cc1ccccc1NC(=O)CN1C(=O)S/C(=C\c2cccn2-c2cccc(C(=O)O)c2)C1=O,3,-2,0,94,96,98,0,95,0,98,97
N#Cc1c(NC(=O)C2C3C=CC(C3)C2C(=O)O)sc2c1CCCCC2 (stereo not given),1,4,2,92,95,90,0,91,4,94,92
COc1cccc(-n2c(SCc3ccccn3)nc3c(c2=O)SCC3)c1,-1,0,-1,99,98,104,-4,97,-1,97,98
Cc1cccc(NC(=O)/C(C#N)=C/c2ccc(Sc3ccccc3)o2)c1C,-3,-5,-2,107,100,102,-7,101,-5,99,97
COc1ccc(N2C(=O)C(Cl)=C(Oc3cccc(OC)c3)C2=O)cc1,-8,2,43*,101,97,97,-39,94,0,94,94
O=c1c(Cc2ccc(F)cc2)c(O)ccn1CCc1ccccn1,-3,-4,-6,101,101,97,0,95,-2,99,96
O=C(COC(=O)c1ccccc1Cl)Nc1nccs1,-3,4,0,104,98,98,-1,101,-2,102,100
Cc1ccccc1-n1c(SC/C(O)=C(\C#N)c2nc3ccccc3[nH]2)nnc1-c1ccncc1,-7,-8,-7,96,99,95,-7,95,-1,96,95
CCn1c2ccccc2c2cc(Nc3cc(C)nc4ncnn34)ccc21,-4,-6,-5,104,101,98,-2,98,0,101,101
O=C(CC1NCCc2ccccc21)Nc1cccc(Cl)c1 (stereo not given),-1,-3,-6,101,105,97,-1,96,0,98,100
Cc1ccccc1CSCCNS(C)(=O)=O,-1,0,0,97,98,100,0,96,0,97,97
COC(=O)c1cc2ccsc2n1CC(=O)Nc1cc(C)cc(C)c1,-1,-12,-7,95,94,100,-8,97,2,98,95
COc1ccc(S(=O)(=O)N2CCOCC2)cc1NC(=O)CSc1nnc2ccccn12,-1,0,-4,103,105,101,0,97,0,101,100
Cc1ccc(NC(=O)c2cc(-c3ccco3)on2)cc1,2,6,2,105,103,104,4,100,7,104,104
O=C(Nc1ccc(-c2nc3c(ccc4ccccc43)o2)cc1)c1ccco1,1,-7,-12,108,99,107,-7,103,2,103,102
Cc1nn(Cc2ccc(F)cc2)c(C)c1NC(=O)c1cc2ncc(Br)cn2n1,1,0,-1,97,97,97,-1,97,-1,94,96
NC(=O)CC[C@@H]1NC(=O)[C@@H]2CCCN2C(=O)c2cc([N+](=O)[O-])cc(F)c2NCCC[C@@H](C(N)=O)NC1=O,-3,0,1,106,103,105,-4,100,0,104,102
CC(C)CC(NC(N)=O)C(=O)OCC(=O)N(Cc1ccccc1)Cc1ccccc1 (stereo not given),-3,-1,-6,97,100,97,-6,95,-1,98,98
CCOc1cccc(-c2nnc(SCC(=O)Nc3cc(OC)cc(OC)c3)n2N)c1,4,-8,-12,103,100,101,-7,100,0,100,101
COc1cc(/C=N/NC(=O)C(C)n2nnc3ccccc32)ccc1O (stereo not given),1,3,4,101,102,101,0,99,4,102,101
COc1ccccc1NC(=O)Nc1cccnc1,-4,-8,-8,98,94,94,-7,96,-3,94,94
Cc1cccc(OCC(=O)Nc2cc(C)on2)c1,-7,-1,-1,108,106,103,-7,99,-6,103,100
O=C(NC(=S)NC1CC1)c1cccnc1,-1,-4,0,105,102,107,-2,99,-2,103,105
COc1cccc2c1C(=O)O/C2=C/c1ccc2c(c1)OCO2,0,-1,-4,101,101,98,0,96,2,101,99
CCN1C(=O)CSc2ccc(C(=O)OC)cc21,-3,0,0,106,103,101,-5,98,-3,104,101
Cc1ccnc(NC(=O)CCC(=O)N(CC(=O)NC(C)(C)C)C2CCCC2)c1,-5,-4,-8,103,97,102,-6,101,1,98,100
O=C(CSc1ncn[nH]1)Nc1cccc(S(=O)(=O)N2CCCCCC2)c1,1,0,-1,94,97,97,3,94,1,96,94
Cn1nnc2ccccc2c1=O,1,-1,-3,98,96,93,-1,92,1,92,91
O=C(O)CC(=O)Nc1ccc(Oc2ccc(C(F)(F)F)cn2)c(Cl)c1,0,-2,-5,96,104,94,-2,95,-1,97,97
CSCCCNC(=S)N1CCc2ccccc2C1,0,-3,0,96,97,97,-9,97,-4,97,97
CCC(=O)n1nc(-c2ccc(Cl)cc2)nc1N,-2,0,-3,96,95,95,-2,95,0,97,98
CCOc1ccccc1-c1cc(-c2n[nH]c(=S)n2CC)c2ccccc2n1,2,8,6,107,99,101,-11,98,3,100,101
Cc1cc(/C=N/NC(N)=S)c(C)n1-c1ccc(Cl)cc1,-3,-2,0,104,96,102,-6,103,-4,100,101
CCC1CCC2(CC1)NC(=O)N(CC(=O)Nc1cc(C)on1)C2=O (stereo not given),-4,1,-1,102,96,101,-6,98,-5,98,98
CCC(=O)Nc1nnc(SCCOC)s1,-2,-9,-11,102,100,98,-5,98,-1,99,97
COc1cc(NC(=O)CN2C(=O)c3ccccc3Sc3ccc(C(=O)N4CCOCC4)cc32)cc(OC)c1OC,-1,-3,-2,101,105,102,0,97,-1,100,103
COc1cc(NC(=O)c2cc(C)nc3ccccc23)cc(OC)c1OC,1,-3,-4,95,102,95,-2,90,1,93,94
Cc1nc2ccc(NC(=O)NCCO)cc2s1,0,-1,0,94,93,96,-4,94,-3,95,93
CCOc1ccccc1OCCCCN1CCCC1,-4,-10,-12,99,101,99,-4,99,3,99,99
CCOC(=O)c1c(/N=C/C2=C(O)CC(C)(C)CC2=O)sc(C(C)=O)c1C,-3,-1,-2,92,99,100,-6,89,-1,94,96
CO/N=C\CC(=O)Nc1ccc(Cl)c(Cl)c1,-1,3,-4,102,106,97,-5,97,-2,97,100
O=C(CCC(=O)OCC(=O)c1ccc(Cl)cc1)NC1CCCCC1,-2,-2,-4,97,96,98,-2,98,-1,98,98
CCN(Cc1ccncc1)C(=O)c1ccc2c(c1)S(=O)(=O)c1ccccc1C2=O,-2,-4,-3,97,104,97,-4,96,0,99,100
Cc1ccc(C(C(=O)NC(C)(C)C)N(CCCN2CCOCC2)C(=O)c2ccc(-c3ccccc3)[nH]2)o1 (stereo not given),-2,0,-3,100,108,99,-4,99,-2,99,100

Later entries:
SMILES,Bcl-XL Bim block,Bim-Bcl-2,Bfl-1 Bim block,Rac1 wt GTP bind,Rab7 wt GTP bind,Cdc42 wt GTP,Bcl-B Bim block,Rac1 mut GTP,Bcl-W Bim block,HRas wt GTP bind,Rab2 wt GTP
O=S(=O)(c1ccc(NCCc2c[nH]c3ccccc23)nc1)N1CCOCC1,5,1,4,109,98,103,2,101,3,102,102
CC(C)C(=O)N1CCc2cc(-c3csc(N)n3)ccc21,-4,-3,2,95,96,96,-8,95,-1,96,95
CCCN(C(=O)CSc1cc(-c2ccccc2)c2ccc(OC)cc2n1)C1CCS(=O)(=O)C1 (stereo not given),-5,5,2,101,100,100,-2,96,-2,98,99
CSC1CCCCC1(O)CSc1nc2ccccc2o1 (stereo not given),-8,-14,-20,102,96,101,-9,101,-1,100,100
C/C(=N\NC(=S)NCc1ccccc1)c1cccs1,-8,-5,-4,93,94,96,-14,93,-5,93,96
Cc1ccccc1NC(=O)c1cccc(S(=O)(=O)Oc2ccc([N+](=O)[O-])cc2)c1,3,-11,-13,89,93,93,-8,90,-2,93,91
Cc1noc(C)c1C(=O)Nc1ccc(Cl)cc1C(F)(F)F,2,5,6,104,104,102,6,97,18,101,100
COc1ccc(CCNC(=O)C2CCN(S(C)(=O)=O)CC2)cc1,-11,-12,-19,101,100,101,-9,98,0,101,100
Cc1ccc(S(=O)(=O)N(C)c2ccc3ccccc3c2)cc1,2,2,-1,97,89,95,1,96,0,95,96
COc1ccc2c(c1)c(C(=O)CN1CCN(C(=O)c3ccco3)CC1)c(C)n2C,-1,2,0,99,92,98,0,98,1,97,95
CCN(CC)CCCn1c(=S)[nH]c2cc(OC)c(OC)cc2c1=O,-3,-3,0,95,97,97,-5,96,-4,98,94
COc1nc(-c2ccccc2)ccc1-c1noc(C)n1,-2,-3,-2,95,97,96,-1,95,-2,97,97
Cc1ccc2cc(CCNC(=O)c3ccc(S(=O)(=O)N4CCCCC4)cc3)c(=O)[nH]c2c1,-4,-2,3,101,107,92,-1,94,-8,98,97
COC(=O)C1=C(C)NC(=O)/C1=C\c1ccco1,-6,-8,-15,108,103,103,-10,100,-1,100,101
COc1ccccc1CCc1nnc(CCC(=O)N(C)Cc2cccc3cnccc23)o1,7,1,3,90,97,91,4,92,16,93,91
Cc1csc(NC(=O)CCCc2cccs2)n1,-1,-1,-6,96,92,95,0,93,0,90,95
CCc1ccccc1N(C)S(=O)(=O)c1ccc2[nH]cc(C(=O)O)c(=O)c2c1,-5,-8,-8,98,92,95,-5,96,-4,94,93
CC(C)c1nc(SCC(=O)N2CCCc3ccccc32)c2c(=O)n(C)c(=O)n(C)c2n1,-6,-12,-10,99,98,96,-12,95,-3,99,98
COc1ccc(CN2CCN(CCC(C)C)C(CCO)C2)cc1Cn1cncn1 (stereo not given),-1,-2,-5,98,99,98,-3,98,-2,99,99
COc1ccc(CCn2c(SCC(=O)Nc3cc(C)on3)nc3ccccc3c2=O)cc1OC,-6,-10,-12,107,105,105,-7,100,0,106,106
CCCCC(=O)Nc1cc2nn(-c3ccc(OC)cc3)nc2cc1C,1,-2,-9,104,102,106,-2,101,3,104,103
O=C1C(=O)N(Cc2ccco2)C(c2cccc(Cl)c2)/C1=C(\O)c1ccc2c(c1)OCCO2 (stereo not given),-7,-6,-7,98,103,96,-2,94,-2,96,95
O=C(NCCCN1CCOCC1)NC1CCCCC1,-10,-12,-18,105,98,104,-12,101,-6,102,101

Ordered by formula weight (highest first): 3 of the compounds above.
SMILES,Bcl-XL Bim block,Bim-Bcl-2,Bfl-1 Bim block,Rac1 wt GTP bind,Rab7 wt GTP bind,Cdc42 wt GTP,Bcl-B Bim block,Rac1 mut GTP,Bcl-W Bim block,HRas wt GTP bind,Rab2 wt GTP
COc1ccc(CN2CCN(CCC(C)C)C(CCO)C2)cc1Cn1cncn1 (stereo not given),-1,-2,-5,98,99,98,-3,98,-2,99,99
COc1ccc2c(c1)c(C(=O)CN1CCN(C(=O)c3ccco3)CC1)c(C)n2C,-1,2,0,99,92,98,0,98,1,97,95
COC(=O)c1cc2ccsc2n1CC(=O)Nc1cc(C)cc(C)c1,-1,-12,-7,95,94,100,-8,97,2,98,95
